Assay outcomes: PubChem, National Center for Advancing Translational Sciences (NCATS)
Tb PFK block: blocks T. brucei phosphofructokinase | O15648 | T. brucei PFK, ADP-Glo luminescence | Potency, µM (highest dose often 57.5 µM), without a hit: at the top dose activity, negative = inhibition, actives largely listed as inhibitors | actives 0.17% (n = 330,000);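 note: potency is the fitted concentration of half-maximal effect; 0% = uninhibited 1x PFK enzyme wells and -100% = no-enzyme wells; nearly all actives have a fitted effect of over 60% in size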
Target sequence (O15648 whole entry, looked up): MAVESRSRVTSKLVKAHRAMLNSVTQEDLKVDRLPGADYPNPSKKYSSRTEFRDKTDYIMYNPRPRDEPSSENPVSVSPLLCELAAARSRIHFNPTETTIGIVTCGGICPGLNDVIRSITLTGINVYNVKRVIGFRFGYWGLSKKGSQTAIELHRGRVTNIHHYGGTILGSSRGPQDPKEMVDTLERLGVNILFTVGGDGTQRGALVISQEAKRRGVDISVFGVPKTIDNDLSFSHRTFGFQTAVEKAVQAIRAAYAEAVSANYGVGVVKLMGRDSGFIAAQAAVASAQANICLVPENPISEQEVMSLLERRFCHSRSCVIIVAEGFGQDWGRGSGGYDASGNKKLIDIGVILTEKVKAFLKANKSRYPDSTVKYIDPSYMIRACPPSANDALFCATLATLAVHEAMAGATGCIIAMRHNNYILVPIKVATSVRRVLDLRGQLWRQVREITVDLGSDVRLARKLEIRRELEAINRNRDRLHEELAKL
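Luminescent ADP detection (ADP-Glo, two-step: ATP depletion then ADP-to-ATP conversion for luciferase) reported PFK activity after 45 min room-temperature reaction of 1.25 nM enzyme with 0.5 mM F6P and 0.1 mM ATP at pH 8.0.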
B2AR arrestin: agonists driving beta-arrestin recruitment to human beta2-adrenergic receptor; P07550; actives 0.02% (n = 330,000); Potency, µM (titrated, usually from 46.1 µM), for the others: at the highest dose activation, actives largely listed as activators; beta-arrestin recruitment to beta2AR, cell-based reporter;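 note: potency is the fitted concentration of half-maximal effect; 0% = DMSO controls and full agonism = EC100 isoproterenol or metaproterenol; nearly all actives have a fitted effect of over 65% in size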
PTAP TSG101 blk: blocks PTAP/TSG101 interaction to inhibit HIV-1 budding. Potency, µM (series often up to 115 µM), for inactives: at the highest dose activity change, negative = inhibition, actives largely listed as inhibitors. Fluorescence polarization, FITC-PTAP peptide / Tsg101 binding. 340,000 tested, under 10 active; active = well fitted inhibition curve with a large enough effect in the main read-out, with a control signal flat, not every such curve was filed as active; inconclusive = small, poorly fitted or top-dose-only effect, or effect the other way, or a change in a side signal; inactive = no such curve, though single readings can be large or run the other way; note: potency is the fitted concentration of half-maximal effect; % of control where 0% means no effect
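Fluorescence polarization binding of Tsg101 binding domain (10 uM final) to FITC-labeled PTAP peptide (50 nM final) in HEPES pH 7.5 buffer with NaCl, Tween 20, EDTA, TCEP. Compounds added before peptide; binding 20 min at RT.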
BCR signal inh: blocks chronic active B-cell receptor signaling. ABC-DLBCL IkBa-CBG/CBR reporter, luminescence ratio, 4 h. Potency, µM (highest dose often 46.1 µM), inactives show at the highest dose ratio change, negative = lower green/red ratio, hits mostly inhibitors. actives 0.05% (n = 340,000). AID 493014; active = well fitted inhibition curve with a large enough effect in the signal ratio, with a control signal flat, not every such curve was filed as active; inconclusive = small, poorly fitted or top-dose-only effect, or effect the other way, or a change in a side signal; the % refers to the signal ratio;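 note: potency is the fitted concentration of half-maximal effect; plate controls were basal doxycycline-induced cells for no effect and cells given 10 µM MG132 for full effect; MG132 reads +100%, hits lower the ratio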
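Doxycycline induced both beetle luciferases in TMD8 lymphoma cells; IKK-driven degradation limits the IkappaBalpha-fused green signal, while red luminescence normalises for cell number and nonspecific effects. Compounds tested up to 46 uM, 4 hrs.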
Eya2 phos inh: Eya2 (human) phosphatase inhibition. actives 0.006% (n = 330,000). recombinant Eya2, OMFP fluorescence dephosphorylation (OMFP is methylfluorescein phosphate). O00167. Potency, µM (titrated, usually from 76.9 µM), for the others: top-dose activity, negative = inhibition, hits mostly inhibitors; note: potency is the fitted concentration of half-maximal effect; % is set by controls: 0 for no effect and ±100 for the full control effect
Target sequence (O00167 whole entry, looked up): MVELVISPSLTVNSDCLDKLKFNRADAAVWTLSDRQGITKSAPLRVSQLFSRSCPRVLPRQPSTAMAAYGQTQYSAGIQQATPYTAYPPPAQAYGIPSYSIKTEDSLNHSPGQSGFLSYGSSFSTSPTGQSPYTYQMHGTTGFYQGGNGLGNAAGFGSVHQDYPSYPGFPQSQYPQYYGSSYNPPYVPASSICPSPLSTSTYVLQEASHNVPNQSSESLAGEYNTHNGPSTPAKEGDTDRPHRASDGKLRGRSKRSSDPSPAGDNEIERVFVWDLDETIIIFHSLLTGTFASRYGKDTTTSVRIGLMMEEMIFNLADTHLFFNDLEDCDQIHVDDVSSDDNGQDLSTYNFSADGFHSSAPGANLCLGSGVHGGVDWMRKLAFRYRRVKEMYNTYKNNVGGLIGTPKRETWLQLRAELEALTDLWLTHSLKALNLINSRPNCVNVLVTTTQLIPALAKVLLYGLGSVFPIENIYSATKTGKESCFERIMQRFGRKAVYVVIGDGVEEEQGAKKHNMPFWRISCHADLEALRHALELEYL
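Eya2 protein (added as 0.2 uM solution) was preincubated with compound for 10 min at ambient temperature in 50 mM HEPES pH 7.5, 50 mM NaCl, 5 uM MgCl2, 0.05% BSA, 1 mM DTT. OMFP (added at 50 uM) then reacted 10 min; fluorescence read at 485/525 nm.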
Mito fusion yeast: blocks mitochondrial division or promotes mitochondrial fusion | AID 485298 | Potency, µM (doses to about 46.1 µM), without a hit: at the top dose growth rescue (activation), actives largely listed as activators | actives 0.23% (n = 320,000) | S. cerevisiae fusion-defective mutant growth rescue, CellTiterGlo 48 h;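 note: potency is the fitted concentration of half-maximal effect; % of control where 0% means no effect; nearly all actives have a fitted effect of over 45% in size; temperature-sensitive fusion mutants such as fzo1-1 at 37 °C on non-fermentable ethanol glycerol medium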
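Read-out: ATP-based luminescence (CellTiterGlo, 10 min ambient) reporting growth of fusion-defective ts yeast after 48 hours at 37C on glycerol/ethanol YPEG medium in the presence of compound.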
TCR activator: activators of T cell receptors; primary human leukocytes, anti-CD3, IL-2 HTRF, 48 h; Potency, µM (series often up to 9.22 µM), for the others: at the highest dose activation of IL-2 secretion, actives largely listed as activators; 330,000 tested, under 10 active; AID 504894; note: % of control where 0% means no effect
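Activity was scored as IL-2 release from primary human leukocytes given only a TCR signal (a-CD3 beads) plus compound for 48 hr. Detection used a two-antibody HTRF format read at 665nm.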
ELG1 repair inh: blocks ELG1-dependent DNA repair in HEK293T cells. actives 2.3% (n = 330,000). Potency, µM (titrated, usually from 46.1 µM), without a hit: at the highest dose activity change, negative = inhibition, actives largely listed as inhibitors. HEK293T ELG1-luciferase reporter, luminescence, 16 h; DNA damage induced by 5-fluorouridine; note: potency is the fitted concentration of half-maximal effect; % is set by controls: 0 for no effect and ±100 for the full control effect; nearly all actives have a fitted effect of over 55% in size
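Step one: seed 2,000 cells per well. Step two: pin-transfer compound or DMSO alongside 5-fluorouridine. Step three: incubate 16 hr, 37 °C, 5% CO2. Step four: add ONE-Glo, wait 30 min, read luminescence.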
USP2a block: USP2a (human) protease inhibition; Potency, µM (highest dose often 38.3 µM), without a hit: at the highest dose activity change, negative = inhibition, usual class: inhibitors; O75604; USP2 core, Ub-CHOP2 coupled fluorogenic reporter, 485/531; actives 0.01% (n = 330,000);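 note: potency is the fitted concentration of half-maximal effect; plate controls were DMSO wells for no effect and full inhibition by NEM control for full effect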
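USP2 core (10nM final) preincubated 30min RT with compound in 20mM Tris-HCl pH 8.0, 2mM CaCl2, 2mM beta-mercaptoethanol, 0.05% CHAPS; 25nM Ub-CHOP2 plus 25nM reporter substrate added, fluorescence (Ex485/Em531) read after 60min.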
uPA surface inh: cell surface uPA generation inhibition. cell surface uPA generation assay, qHTS. actives 0.31% (n = 330,000). Potency, µM (top dose mostly 38.3 µM), without a hit: top-dose activity change, negative = inhibition, actives largely listed as inhibitors; active = well fitted inhibition curve with a large enough effect; inconclusive = small, poorly fitted or top-dose-only effect; inactive = no such curve, though single readings can be large or run the other way; tested in mouse RAW 264.7 cells; note: potency is the fitted concentration of half-maximal effect; % is set by controls: 0 for no effect and ±100 for the full control effect; nearly all actives have a fitted effect of over 55% in size
TSHR antag: human thyrotropin receptor antagonism; P16473; TSHR-expressing cells, TSH-stimulated cAMP HTRF, 2 h; stronger effect = lower value; activity change, negative = inhibition, % at 11.5 µM; actives 0.2% (n = 330,000);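 active = activity change below a set negative limit, meaning inhibition stronger than a set level, cut at about -70% in these data; inconclusive = activity change between two set negative limits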; note: % is set by controls: 0 for no effect and ±100 for the full control effect
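Freshly harvested TSHR cells receive pin-tooled compound, then EC80 TSH at 4nM final. After 2 hours at 37 deg C, antibody in lysis buffer and cAMP-d2 are added; 30 minutes at ambient temperature precede the HTRF read.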
* marks the source's active call; other numbers are inactive results; ? = inconclusive; . = not tested or not shown; [ ] = remark or other dose. Unless noted, calls come from the whole dose curve; as a rule, active = well fitted curve in the direction sought with a large enough effect; inconclusive = small, poorly fitted or top-dose-only effect, or another doubt; inactive = no such curve, though single readings can be large; an effect the other way counts as inactive or inconclusive.

SMILES,Tb PFK block,B2AR arrestin,PTAP TSG101 blk,BCR signal inh,Eya2 phos inh,Mito fusion yeast,TCR activator,ELG1 repair inh,USP2a block,uPA surface inh,TSHR antag
COc1ccc(CNS(=O)(=O)c2cc3c(cc2Cl)NC(=O)CO3)cc1,0.5%,0.0%,0.0%,?,?,-18.4%,-2.8%,-0.2%,2.0%,4.6%,8.5
Cc1cc(C)cc(OCCNS(=O)(=O)c2cccs2)c1,-2.9%,-0.2%,-2.9%,3.7%,-28.6%,-4.6%,0.6%,2.9%,-7.0%,-2.2%,15.6
COCCCNCC(=O)Nc1sc(C)c(C)c1C(=O)OC,-3.1%,0.1%,0.0%,?,-37.0%,-7.6%,0.8%,-20.2%,-0.4%,-0.8%,-1.7
Cc1ccccc1NC(=O)Nc1ccc(C(F)(F)F)cc1,-2.0%,-0.5%,-4.3%,?,-6.6%,-3.3%,0.9%,?,0.4%,1.8%,-13.4
O=C(CN1c2ccccc2S(=O)(=O)c2ccccc21)Nc1ccccc1F,0.3%,0.1%,-6.5%,1.2%,0.8%,4.0%,-3.0%,-4.1%,1.9%,4.0%,-9.2
CC(OC(=O)/C=C/c1ccccc1)C(=O)Nc1cccc(C#N)c1 (configuration not stated),-0.6%,-0.2%,0.4%,?,3.8%,15.5%,-2.3%,-1.5%,0.8%,-7.3%,9.7
CCC(=O)NC(=S)Nc1ccc(NC(=O)c2cccnc2)cc1,3.5%,-0.4%,-2.0%,?,-21.5%,2.5%,-1.9%,?,1.1%,4.6%,-16.6
COCCCNC(=O)Cn1cc(/C=C(\C#N)C(=O)NC2CCCC2)c2ccccc21,1.2%,-0.6%,0.5%,-9.2%,2.8%,5.5%,-3.9%,18.7%,0.5%,-8.5%,0.0
CS(=O)(=O)c1ccc(Cl)c(NC(=O)c2cccc(-n3cnnn3)c2)c1,-5.0%,-0.3%,-2.3%,?,37.2%,-3.2%,-1.2%,-9.8%,0.0%,-0.2%,-0.7
COc1ccc(CCNC(=O)CN2CCN(c3ccccc3Cl)CC2)cc1,5.9%,0.3%,-2.3%,?,-8.1%,29.1%,3.3%,-6.2%,0.3%,4.6%,8.2
O=C1C2C3C=CC(C4CC34)C2C(=O)N1/N=C/c1ccc(-c2ccccc2[N+](=O)[O-])o1 (configuration not stated),6.6%,-0.1%,-1.2%,?,-0.2%,7.0%,-1.0%,1.4%,6.7%,-7.4%,1.3
CC(NC(=O)Nc1ncccn1)(C(F)(F)F)C(F)(F)F,-6.1%,0.1%,-3.9%,?,2.1%,-0.5%,6.0%,11.7%,-0.3%,1.0%,3.7
O=C(N/N=C\c1ccc([N+](=O)[O-])s1)C1COc2ccccc2O1 (configuration not stated),-3.0%,0.4%,-1.1%,6.9%,2.4%,-22.6%,-6.4%,?,-0.6%,?,-3.6
Cc1ccc(S(=O)(=O)Nc2ccc(-c3nnc(SCC#N)n3C)cc2)cc1,5.6%,0.1%,0.6%,-4.6%,-7.1%,-0.7%,-6.3%,-11.4%,0.3%,1.5%,4.3
CCn1c(SCC(N)=O)nc2sc3c(c2c1=O)CCCC3,0.1%,0.0%,2.2%,?,-5.9%,-0.8%,1.1%,5.9%,-0.7%,-1.8%,-3.6
CCN(CC(=O)Nc1c(F)cccc1F)C(=O)c1cccc(S(=O)(=O)N2CCN(c3ccccc3)CC2)c1,0.8%,-1.1%,.,6.2%,-6.5%,3.0%,-0.3%,?,0.0%,-7.7%,-10.5
CC1CC(C)CN(C(=O)CCc2ccccc2)C1 (configuration not stated),3.0%,-2.0%,-2.8%,-3.3%,6.0%,0.0%,-4.8%,?,0.1%,2.9%,-2.1
O=C(Nc1ncccc1O)c1ccc(C(=O)c2ccccc2)cc1,-18.4%,-0.3%,0.2%,?,-1.2%,3.3%,2.6%,?,0.2%,-5.4%,8.5
COc1cc(-c2nnc(SCC(=O)N3CCCC3)o2)cc(OC)c1OC,-0.5%,0.0%,-1.7%,-3.0%,-1.7%,2.4%,-1.2%,?,1.0%,-1.6%,8.1
COc1ccc([C@H]2CC(=O)C=C(c3cc4ccccc4s3)C2)cc1,-3.5%,0.3%,0.7%,9.8%,-26.4%,?,4.6%,?,1.9%,3.6%,-7.1
Cc1c(NC(=O)Nc2cccc(Cl)c2)c(=O)n(-c2ccccc2)n1C,0.8%,0.0%,0.3%,5.0%,21.7%[15.4 µM],1.3%,-0.8%,-6.3%,0.3%,.,4.0
CCOC(=O)c1c(C)nc2ccccc2c1C,-5.8%,-1.3%,-2.6%,?,13.4%,0.7%,-3.7%,9.0%,0.9%,-1.4%,26.7
O=C(COc1ccc(Br)cc1CNC1CCCCC1)NCCc1ccccc1,1.0%,0.0%,-0.1%,?,-1.8%,-3.1%,-0.8%,?,3.6%,3.0%,-3.1
Cc1ccc2nc(-c3ccc(NS(=O)(=O)c4ccccc4)cc3)sc2c1,-1.5%,6.5%,0.7%,0.7%,-15.6%,0.5%,-4.0%,?,-6.1%,3.1%,10.7
CCCC(C)C(=O)Nc1ccc(Cl)cn1 (configuration not stated),6.0%,0.5%,-16.6%,3.1%,11.8%,-1.5%,-0.4%,6.9%,0.5%,-0.7%,1.9
CC(C)CC(=O)NN1CCCCC1,0.6%,-0.4%,34.3%[activator],7.0%,1.3%,-0.6%,1.9%,-1.5%,-1.1%,0.2%,3.4
O=C(COc1ccc2ccccc2c1Br)Nc1ncn[nH]1,0.8%,-0.9%,-5.6%,3.3%,9.7%,-6.4%,-55.2%,?,-0.7%,.,-12.1
CCOC(=O)C1=CN(Cc2ccco2)S(=O)(=O)N(CC)C1c1ccc(C(F)(F)F)cc1 (configuration not stated),-0.1%,0.1%,-6.2%,?,-14.9%,.,-2.0%[46.1 µM],5.1%,-1.4%,-16.4%,16.1
Cc1cc(-c2nnc(CCC(=O)NCc3ccc(F)c(F)c3)o2)no1,-2.6%,-0.7%,-6.5%,4.6%,-7.2%,-3.6%,4.6%,-5.7%,2.2%,-2.8%,16.0
Cc1ccc(CNC(=O)C2CCCN2C(=O)Nc2cccc(Cl)c2)cc1 (configuration not stated),-3.5%,-0.5%,-2.3%,2.1%,0.8%,-1.1%,-8.2%,-9.9%,-1.0%,4.7%,2.0

The results go on.
SMILES,Tb PFK block,B2AR arrestin,PTAP TSG101 blk,BCR signal inh,Eya2 phos inh,Mito fusion yeast,TCR activator,ELG1 repair inh,USP2a block,uPA surface inh,TSHR antag
N/C(CCN1CCOCC1)=N/O,-1.1%,-0.4%,-6.1%,3.0%,-12.0%,-2.1%,7.8%[46.1 µM],-0.9%,-0.1%,-1.1%,-7.1
CC(C)(C)C1c2[nH]c3ccccc3c2CCN1CCCn1cccn1 (configuration not stated),-0.1%,-0.7%,-1.1%,-1.2%,3.1%,-0.4%,-1.2%,-2.1%,2.6%,1.8%,-1.9
CCn1c2ccccc2c2cc(/C=N/O)ccc21,-1.0%,0.3%,0.7%,-0.9%,-4.0%,28.5%,-2.0%,?,-2.7%,14.5%,-0.5
COC(=O)Cn1cc(/C=N/NC(=O)COc2cccc3cccnc23)c2ccccc21,7.6%,0.0%,-0.3%,-25.4%,-6.1%,8.3%,1.6%[46.1 µM],4.1%,-1.8%,1.0%,4.9
O=C(COC(=O)c1ccc(NS(=O)(=O)c2cccs2)cc1)Nc1nc2c(F)c(F)c(F)cc2s1,-2.6%,-0.4%,0.9%,?,-7.5%,-0.7%,-3.8%,-16.0%,?,5.2%,-19.3
CC(NC(=O)Cn1nc(C(F)(F)F)c2c1CCC2)c1ccccc1 (configuration not stated),-8.8%,0.0%,-7.9%,?,-18.8%,0.4%,-43.7%,2.0%,2.8%,7.4%,10.1
